# CCR6 antag = blocks CCL20-driven beta-arrestin recruitment at human CCR6. P51684. CHO-K1 CCR6 PathHunter beta-arrestin, luminescence, CCL20-stimulated. inhibition, % at 20 µM. actives 0.49% (n = 340,000);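 active = compounds whose inhibition of the agonist-driven luminescence signal at 20 µM reaches about 50%, limit read from the data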;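 note: cells stimulated with CCL20 at 14 nM final; plate controls were DMSO with CCL20 for no effect and DMSO without agonist for full effect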
# Target sequence (P51684 whole entry, looked up): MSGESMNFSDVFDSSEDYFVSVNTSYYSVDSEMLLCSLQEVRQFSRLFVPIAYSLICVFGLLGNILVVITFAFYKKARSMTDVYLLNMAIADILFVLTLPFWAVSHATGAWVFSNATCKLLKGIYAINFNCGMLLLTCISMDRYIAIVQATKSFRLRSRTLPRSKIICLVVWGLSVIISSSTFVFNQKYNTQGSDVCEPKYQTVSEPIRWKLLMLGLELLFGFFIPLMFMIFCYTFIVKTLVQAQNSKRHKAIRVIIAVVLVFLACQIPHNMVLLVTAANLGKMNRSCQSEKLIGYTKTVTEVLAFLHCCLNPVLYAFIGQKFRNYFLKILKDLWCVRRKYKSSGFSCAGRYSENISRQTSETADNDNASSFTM
# Gli-Sufu antag = blocks Gli-Sufu signaling in a luciferase reporter; Sufu-KO-LIGHT fibroblasts, Gli luciferase reporter luminescence; inhibition, % at 5 µM; actives 0.74% (n = 340,000); AID 588413;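 active = inhibition above about 55%, limit read from the data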;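 note: 0% = DMSO-treated cells and 100% = wells with medium but no cells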
# APJ antagonist = blocks the human apelin receptor APJ. P35414. CHO-K1 APJ beta-arrestin complementation, luminescence. inhibition, % at 20 µM. actives 0.32% (n = 330,000);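 active = inhibition above about 40% at 20 µM, limit read from the data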;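 note: cells challenged with 10 nM apelin-13 agonist together with compound; plate controls were apelin-13 plus DMSO wells for no effect and DMSO wells lacking apelin-13 for full effect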
# Target sequence (P35414 whole entry, looked up): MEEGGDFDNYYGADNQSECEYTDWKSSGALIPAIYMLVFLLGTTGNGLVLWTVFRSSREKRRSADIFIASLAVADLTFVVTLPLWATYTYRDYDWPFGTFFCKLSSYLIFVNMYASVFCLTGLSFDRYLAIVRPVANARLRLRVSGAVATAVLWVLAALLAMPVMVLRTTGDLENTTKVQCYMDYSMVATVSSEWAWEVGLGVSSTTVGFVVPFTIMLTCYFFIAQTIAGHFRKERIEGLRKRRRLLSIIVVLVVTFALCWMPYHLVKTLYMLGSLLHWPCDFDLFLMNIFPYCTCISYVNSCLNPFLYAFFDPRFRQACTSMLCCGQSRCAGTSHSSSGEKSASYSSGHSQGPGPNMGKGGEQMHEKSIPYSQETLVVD
# ATG4B inh = ATG4B (human) cysteine protease inhibition; ATG4B cleavage of LC3-PLA2, NBD-HPC fluorescence, 1 h; actives 0.51% (n = 340,000); inhibition, % at 8.33 µM; Q9Y4P1; AID 504462; in the data active = inhibition above about 40%
# APJ agonist = agonists of human APJ apelin receptor; AID 2520; CHO-K1 APJ PathHunter beta-arrestin, luminescence; 0% DMSO wells, 100% apelin; P35414; activation, % at 20 µM; actives 0.11% (n = 330,000);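 active = activation more than six SD over the plate average, tested at 20 µM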;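 note: 0% = DMSO alone and 100% = apelin-13 at 10 nM; some results filed as inactive read as strong as hits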
#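 Assay system – PathHunter CHO-K1 APJ (AGTRL-1) beta-arrestin reporter cells · Compound – one dose, 20 µM compound, 1% DMSO · Timing – compound 90 min 25 °C, reagent 1 h · Measured by – luminescence from split beta-galactosidase complementation, Galacton Star/Emerald II substrate · Measure – beta-arrestin recruitment to APJ as agonist activity, luminescent signal · Benchmarks – DMSO vs Apelin-13 10 nM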
# CXCR6 block = blocks human CXCR6 beta-arrestin recruitment; CHO-K1 PathHunter CXCR6 beta-arrestin, luminescence; inhibition, % at 20 µM; actives 0.36% (n = 360,000); AID 602244; in the data active = inhibition above about 34%, passing the limit was not always enough;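 note: antagonist mode with CXCL16 agonist at 10 nM final; 0% = 10 nM CXCL16 with DMSO and 100% = unstimulated wells without agonist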
# EBI2 block = antagonists of human EBI2 receptor; P32249; EBI2 beta-arrestin recruitment, luminescence, 7a,25-OHC stimulated; inhibition, % at 5 µM; actives 0.81% (n = 360,000); AID 651636; in the data active = inhibition above about 38%;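 note: enzyme fragment complementation signal reports receptor beta-arrestin coupling in cells; 0% = agonist plus DMSO wells and 100% = wells without agonist; some results beyond the cut were filed as inactive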
# UBC13 polyUb = inhibitors of human UBC13 polyubiquitin chain formation; TR-FRET; inhibition, % at 20 µM; actives 0.47% (n = 330,000); in the data active = inhibition above about 45%, passing the limit was not always enough
# Target sequence (P61088 whole entry, looked up): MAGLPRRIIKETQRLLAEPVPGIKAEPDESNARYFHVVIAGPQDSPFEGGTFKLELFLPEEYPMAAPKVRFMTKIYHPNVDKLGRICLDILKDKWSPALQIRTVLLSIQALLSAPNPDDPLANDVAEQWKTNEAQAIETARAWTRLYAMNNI
# * = called active by the depositor; . = no result given.
# Below each SMILES: CCR6 antag	Gli-Sufu antag	APJ antagonist	ATG4B inh	APJ agonist	CXCR6 block	EBI2 block	UBC13 polyUb
COc1cccc(CNC(=O)c2cccc(NC3=NC4CS(=O)(=O)CC4S3)c2)c1 (centres undefined)
→ 12	-3	10	-3	-3	-2	-1	2
COc1cc(/C=C/c2cc[n+](C)cc2)ccc1OCC(=O)Nc1ccc(Cl)c(Cl)c1
→ -6	52	-8	20	10	-3	-5	103*
COC(=O)/C(=C(O)\C=C\c1ccccc1[N+](=O)[O-])c1nc2ccccc2[nH]1
→ 21	32	10	16	1	8	8	-10
O=C(C1CCC(=O)N(C2CCCC2)C1)N1CCN(Cc2cccc(Cl)c2)CC1 (centres undefined)
→ 4	7	2	4	-11	-3	-6	1
CCOC(=O)c1sc(-c2ccccn2)nc1C
→ 4	-4	0	-2	-3	5	5	-4
CCO/C=N/Nc1nc(C(F)(F)F)nc2c1cnn2Cc1ccccc1
→ 18	0	-17	2	-4	1	10	0
C[C@@H](NC(=O)C1(c2ccccc2)CCN(C(=O)OC(C)(C)C)CC1)C(=O)N[C@@H](Cc1ccccc1)C(=O)O
→ -15	-3	4	-19	1	0	1	0
Nc1c(S(=O)(=O)c2cccs2)c2nc3ccccc3nc2n1/N=C/c1cccc(O)c1
→ -6	5	-3	-10	4	11	58*	7
Cc1cccc(N(C(=O)c2csnn2)C(C(=O)NCc2ccccc2)c2ccncc2)c1 (centres undefined)
→ 13	-8	1	-5	-3	3	-10	6
O=C(Nc1ccccc1)c1ccc2c(c1)OCCO2
→ 7	6	29	-6	-4	-9	-7	-1
Cc1nnc(SCC2=C(C(=O)O)N3C(=O)C(NC(=O)Cn4ncc(Cl)c4C)C3SC2)s1 (centres undefined)
→ -2	-2	-7	-6	-2	3	1	-3
O=C1c2ccccc2C(=O)c2c1cccc2N1CCCC1
→ 37	3	.	34	.	17	0	.
O=C(NNc1ccccn1)c1ccccc1CC[N+](=O)[O-]
→ -1	-12	-3	1	-1	1	3	-6
CCN(CCCNC(=O)Cn1ncc2c([nH]c3ccc(C)cc32)c1=O)c1ccccc1
→ 5	-21	12	3	2	3	1	-7
COc1ccc(N(CC(=O)N/N=C/c2cccc3c2OCCO3)S(=O)(=O)c2ccc(NC(C)=O)cc2)cc1
→ 5	1	-5	-10	2	-6	-2	6
CCOc1ccc(NC2C=CS(=O)(=O)C2)cc1 (centres undefined)
→ 12	0	2	-2	0	5	7	-4
Cc1ccc(S(=O)(=O)CCC(=O)Nc2ccc(Br)cc2)cc1
→ 11	5	0	-10	1	5	9	2
Cc1cccc(N2C(N)=C(C#N)C(C#N)(C#N)C2c2ccccc2)c1 (centres undefined)
→ 32	5	-1	2	2	1	13	9
Cc1sc(-n2c(C)cc(/C=C3\SC(=S)NC3=O)c2C)c(C#N)c1C
→ 40	7	19	81*	-2	12	-7	-16
COc1ccccc1CNC(=O)COc1ccc(S(=O)(=O)N2CCOCC2)cc1C
→ 4	-4	2	-17	4	3	1	-2
O=C(O)c1ccc(N/N=C/C=C/c2ccccc2)cc1
→ 7	-41	-2	-7	3	0	2	10
CN(C)CCCn1c(N)c(C#N)c2nc(C#N)c(C#N)nc21
→ 11	7	4	8	-3	-10	-7	-2
COc1ccc(CNC(=O)CN2C(=O)COc3ccc(S(=O)(=O)N4CCOCC4)cc32)cc1
→ 13	17	-2	-1	-4	-6	-5	2
Cc1ccc(C)c(NC(=O)C2CCCN(S(=O)(=O)c3cccnc3)C2)c1 (centres undefined)
→ 6	-7	-14	3	-2	-7	-4	-5
OC1C2CCC(C2)C1CN1CCOCC1 (centres undefined)
→ 8	3	.	-2	.	2	-10	.
Cc1nc(NC(C)(C)CO)c([N+](=O)[O-])cc1[N+](=O)[O-]
→ 6	-6	2	0	3	-3	-1	-7
CC1CCCC(NC(=O)CN2CCN(Cc3ccc(Cl)cc3)C2=O)C1C (centres undefined)
→ -15	0	-16	-3	0	-4	-12	-2
CCC(=O)N1CCN(c2ccccc2NC(=S)NC(=O)c2ccco2)CC1
→ 17	0	3	-1	2	-2	-1	-10
OCC[C@H]1C[C@@H](O)[C@H](O)[C@]2(Cc3ccccc3CCO2)O1
→ -3	-1	9	0	0	5	-4	5
COc1ccc(C(CC(=O)N2CCCC(C)C2)c2c(OC)cc(OC)c3c(-c4ccccc4)cc(=O)oc23)cc1 (centres undefined)
→ 12	23	8	13	-5	24	13	-16
COc1ccc2nc(-c3ccccc3)nc(C3CCCCC3)c2c1
→ 19	-20	25	-14	-4	1	-37	7
O=C1NC(c2ccc(-c3ccccc3[N+](=O)[O-])o2)C(C(=O)c2ccc(Cl)cc2)C(O)(C(F)(F)F)N1 (centres undefined)
→ -6	4	-17	-19	9	-19	0	-8
Cc1ccc(-n2c(C)nnc2SCC(=O)N(C)c2c(N)n(Cc3ccccc3)c(=O)[nH]c2=O)cc1
→ 15	7	1	4	-1	3	1	4
CC1CCN(C(=O)Cn2nnc(-c3ccccc3)n2)CC1
→ 10	-35	14	2	1	-2	3	2
O=C(Nc1ccc2c(c1)OCO2)c1cc(-c2cccc(O)c2)on1
→ 4	-32	-27	5	1	-6	13	1
O=C(CSc1nc2ncc(Cl)cc2[nH]1)c1c[nH]c2ccccc12
→ 3	0	-9	14	5	-14	-8	-18
CCOC(=O)c1ccc(NC(=S)NCc2ccco2)cc1
→ 12	-32	-7	0	-6	8	-7	-4
CCSc1nnc(NC(=O)Cc2ccc(OC)c(OC)c2)s1
→ -2	5	8	-6	-2	4	-7	1
C#CCSc1nc2sc3c(c2c(=O)n1C)CCC3
→ 8	-2	-5	12	1	2	0	-9
CC(C)(C)C(=O)NC(=S)Nc1cc(C(=O)O)ccc1Cl
→ 3	-3	5	-2	-2	-3	3	5

# 3 records picked at random from the list so far:
# Below each SMILES: CCR6 antag	Gli-Sufu antag	APJ antagonist	ATG4B inh	APJ agonist	CXCR6 block	EBI2 block	UBC13 polyUb
Nc1c(S(=O)(=O)c2cccs2)c2nc3ccccc3nc2n1/N=C/c1cccc(O)c1
→ -6	5	-3	-10	4	11	58*	7
COc1cc(/C=C/c2cc[n+](C)cc2)ccc1OCC(=O)Nc1ccc(Cl)c(Cl)c1
→ -6	52	-8	20	10	-3	-5	103*
C#CCSc1nc2sc3c(c2c(=O)n1C)CCC3
→ 8	-2	-5	12	1	2	0	-9

# Following part:
# Below each SMILES: CCR6 antag	Gli-Sufu antag	APJ antagonist	ATG4B inh	APJ agonist	CXCR6 block	EBI2 block	UBC13 polyUb
Cc1ccc(C(=O)NCc2nnc(SCC(=O)NC(C)c3ccccc3)n2C)cc1 (centres undefined)
→ -17	-2	1	-7	-4	-19	5	4
Cc1ccc(C)c(NC(=O)CCC(=O)NN=C2CCCC2)c1
→ 3	0	-2	-5	0	-6	4	-5
CCc1ccc(NC(=O)C2CCN(S(=O)(=O)c3c(C)noc3/C=C/N(C)C)CC2)cc1
→ 14	0	-32	-6	0	3	11	-11
CCOc1ccc(C(=O)Nc2ccc(N3CCN(C(=O)c4ccco4)CC3)cc2)cc1Br
→ 15	11	.	-4	.	7	6	.
NS(=O)(=O)c1cccc(NC(=O)CSc2nnc3n2CCCCC3)c1
→ -11	-6	-12	-4	-2	-8	0	8
O=C1c2ccccc2CCc2ccccc21
→ 15	-3	.	-3	.	-1	2	.
CCN(CC(=O)Nc1ccc2c(c1)OCCO2)Cc1cc(=O)n2ccsc2n1
→ 4	0	-19	2	-1	-7	-3	2
O=C(/C=C/c1ccc(S(=O)(=O)N2CCOCC2)cc1)NCCCn1ccnc1
→ 10	-11	12	6	-3	-2	0	4
O=C(O)c1ccc(/C=N/NC(=S)NCCN2CCOCC2)cc1
→ 5	1	20	2	-1	-4	2	14
COc1ccccc1NC(=S)N1CCN(C(=O)C2CCCO2)CC1 (centres undefined)
→ 5	-10	3	-8	2	6	-8	-5
Cc1ccn2cc(CCNS(=O)(=O)c3ccc4ccccc4c3)nc2c1
→ -18	11	-24	15	-5	-1	6	-2
COc1ccc(-c2nnn(CC(=O)N(CCCO)C(C(=O)NC3CCCC3)c3ccncc3)n2)cc1 (centres undefined)
→ 19	18	-6	1	-3	7	12	6
C[C@H](Cc1ccccc1)Nc1ncnc2c1ncn2[C@@H]1O[C@H](CO)[C@@H](O)[C@H]1O
→ 1	-14	0	-2	-3	0	-8	1
C=CCNc1nc(C(=O)OCC(=O)c2cccc(Br)c2)cs1
→ 13	-1	12	-3	-6	12	7	-11
CCN(CC)CC(=O)n1c2c(c3ccccc31)CCCC2
→ 2	-16	7	-4	-4	-6	-3	14
Cc1nc(C)n(C)c(=O)c1-c1ccccc1
→ 6	-10	-11	2	-5	-7	4	1
CC(C)N(C(=S)Nc1cccnc1)c1ccccc1
→ 0	3	-1	0	-3	6	5	-4
COCC(=O)Nc1nnc(SCC(=O)N2C(C)CCCC2C)s1 (centres undefined)
→ -16	20	-13	0	1	0	-3	-6
CC(C)OC(=O)/C(=C/c1ccco1)c1ccccc1
→ 11	-1	5	4	-2	2	3	-3
Cc1cccc(Cn2cnc3ccccc32)c1
→ 17	-13	3	1	-4	-2	-6	13

# Given field by field: part of the list above.
> CC(C)N(C(=S)Nc1cccnc1)c1ccccc1
  CCR6 antag = 0
  Gli-Sufu antag = 3
  APJ antagonist = -1
  ATG4B inh = 0
  APJ agonist = -3
  CXCR6 block = 6
  EBI2 block = 5
  UBC13 polyUb = -4
> COCC(=O)Nc1nnc(SCC(=O)N2C(C)CCCC2C)s1 (centres undefined)
  CCR6 antag = -16
  Gli-Sufu antag = 20
  APJ antagonist = -13
  ATG4B inh = 0
  APJ agonist = 1
  CXCR6 block = 0
  EBI2 block = -3
  UBC13 polyUb = -6
> CC(C)OC(=O)/C(=C/c1ccco1)c1ccccc1
  CCR6 antag = 11
  Gli-Sufu antag = -1
  APJ antagonist = 5
  ATG4B inh = 4
  APJ agonist = -2
  CXCR6 block = 2
  EBI2 block = 3
  UBC13 polyUb = -3
> Cc1cccc(Cn2cnc3ccccc32)c1
  CCR6 antag = 17
  Gli-Sufu antag = -13
  APJ antagonist = 3
  ATG4B inh = 1
  APJ agonist = -4
  CXCR6 block = -2
  EBI2 block = -6
  UBC13 polyUb = 13

# Following part:
# Below each SMILES: CCR6 antag	Gli-Sufu antag	APJ antagonist	ATG4B inh	APJ agonist	CXCR6 block	EBI2 block	UBC13 polyUb
NC(=O)NCC(=O)N1CCC(C(O)(c2ccccc2)c2ccccc2)CC1
→ 6	1	8	0	-3	-5	-6	-7
O=C(Cn1c(SCC(=O)N2CCc3ccccc3C2)nc2ccccc21)NC1CCCC1
→ 0	8	2	-17	-5	1	-14	0
Cc1nn(-c2ccc(Cl)cc2)c(N)c1C(O)(CSc1nccn1C)C(F)(F)F (centres undefined)
→ 25	3	-5	2	-3	4	0	2
Nc1c(C(=O)C2CC2)sc2nc3c(cc12)CCC3
→ 8	-83	-23	8	5	-6	0	-7
O=C(O)c1ccc2c(c1)C(=O)N(c1ccc([N+](=O)[O-])cn1)C2=O
→ -16	-6	-16	14	-2	-8	-11	-12

# ATG4B inh: hit marks shown above.
SMILES | CCR6 antag | APJ antagonist | ATG4B inh | APJ agonist | CXCR6 block | EBI2 block | UBC13 polyUb
Cc1sc(-n2c(C)cc(/C=C3\SC(=S)NC3=O)c2C)c(C#N)c1C | 40 | 19 | 81* | -2 | 12 | -7 | -16

# Screening results deposited in PubChem BioAssay by Sanford-Burnham Center for Chemical Genomics.
